Screens from PubChem.
RPL19A TOR yeast = modulators of TOR pathway RPL19A-GFP in S. cerevisiae. percent response vs DMSO, % at 10 µM. 0.3% of 330,000 active. AID 2025. S. cerevisiae RPL19A-GFP strain, flow cytometry, 3 h; hits give low values;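 active means percent response vs DMSO below 50%; inconclusive means fewer than 70 events counted for the yeast strain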;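 further: median channel GFP fluorescence of the barcoded RPL19A-GFP strain; ratio of sample median GFP to plate DMSO average so 100% = DMSO; lower means less RPL19A-GFP as with rapamycin TOR inhibition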
CIT2 TOR yeast = modulators of TOR pathway CIT2-GFP in S. cerevisiae. S. cerevisiae CIT2-GFP strain, flow cytometry, 3 h; 100 means same as DMSO wells. GFP response vs DMSO, % at 10 µM. 0.065% of 320,000 active;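 active means GFP response relative to DMSO above a set limit, near the screen mean plus 3 SD, cut at about 150% in these data; inconclusive means Fewer than 70 cells measured for a yeast strain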;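 further: ratio of well median GFP fluorescence to mean of DMSO wells on the plate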
AHR act = human AHR activation; AHR-responsive luciferase reporter cells, luminescence; activation, % at 5 µM; AID 2796; 2.5% of 320,000 active; P35869; in the data active means activation above about 47%;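 further: 0% = vehicle wells and 100% = reference agonist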
Target sequence (P35869 whole entry, looked up): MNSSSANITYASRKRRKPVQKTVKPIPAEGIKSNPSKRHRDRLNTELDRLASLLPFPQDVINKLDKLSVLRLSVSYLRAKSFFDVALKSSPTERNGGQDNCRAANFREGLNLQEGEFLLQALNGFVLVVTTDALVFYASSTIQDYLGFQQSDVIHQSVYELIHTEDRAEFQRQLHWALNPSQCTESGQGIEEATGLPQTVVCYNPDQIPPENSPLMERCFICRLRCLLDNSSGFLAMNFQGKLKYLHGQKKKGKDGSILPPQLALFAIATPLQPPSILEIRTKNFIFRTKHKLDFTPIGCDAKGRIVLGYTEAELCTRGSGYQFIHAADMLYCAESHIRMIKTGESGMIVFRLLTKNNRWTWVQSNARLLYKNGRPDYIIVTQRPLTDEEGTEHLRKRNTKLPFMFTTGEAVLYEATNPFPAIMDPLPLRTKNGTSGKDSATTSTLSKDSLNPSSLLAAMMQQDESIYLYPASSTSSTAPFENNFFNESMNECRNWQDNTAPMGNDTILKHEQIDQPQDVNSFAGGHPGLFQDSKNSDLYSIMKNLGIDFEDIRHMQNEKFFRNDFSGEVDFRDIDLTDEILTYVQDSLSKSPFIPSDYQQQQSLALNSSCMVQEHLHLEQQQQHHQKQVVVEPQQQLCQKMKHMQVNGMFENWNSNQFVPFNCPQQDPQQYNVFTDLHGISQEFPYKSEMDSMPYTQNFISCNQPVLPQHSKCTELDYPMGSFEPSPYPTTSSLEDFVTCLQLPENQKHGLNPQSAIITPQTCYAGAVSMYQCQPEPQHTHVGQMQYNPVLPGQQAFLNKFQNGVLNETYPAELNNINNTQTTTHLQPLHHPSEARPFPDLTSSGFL
MEP2 TOR yeast = alters MEP2-GFP fluorescence in TOR pathway yeast screen; 0.51% of 330,000 active; GFP response vs DMSO, % at 10 µM; S. cerevisiae MEP2-GFP strain, flow cytometry GFP, 3 h; 100% = DMSO control level;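 active means GFP response versus DMSO above a set limit, roughly screen mean plus 3 SD, cut at about 180% in these data; inconclusive means fewer than 70 cells counted for a yeast strain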;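 further: median GFP fluorescence of the barcode-gated MEP2-GFP cells per well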
AGP1 TOR yeast = modulators of TOR pathway AGP1-GFP in S. cerevisiae; GFP response vs DMSO, % at 10 µM; S. cerevisiae AGP1-GFP multiplex flow cytometry, 3 h; GFP as percent of DMSO wells; 0.02% of 320,000 active;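 active means GFP response relative to DMSO above a set limit, near screen average plus 3 SD, cut at about 150% in these data; inconclusive means fewer than 70 cells counted for the yeast strain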;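 further: median GFP channel fluorescence of the gated AGP1 strain per well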
LAP4-GFP MLPCN = yeast TOR pathway LAP4-GFP modulation; 0.34% of 320,000 active; S. cerevisiae LAP4-GFP multiplex, flow cytometry GFP, 3 h; median GFP as percent of DMSO wells; AID 2023; GFP response vs DMSO, % at 10 µM;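 active means GFP response vs DMSO above a set limit, about the screen mean plus 3 SD, cut at about 150% in these data; inconclusive means under 70 cell events counted for the yeast strain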
Efflux pump mplx = inhibitors of Candida antifungal efflux pumps expressed in yeast. S. cerevisiae Candida pump triplex, Nile Red efflux. inhibition, % at 10 µM. 0.44% of 330,000 active;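 active means plate passing quality check with inhibition over a set limit, or well fluorescence over plate mean plus 4 SD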;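 further: Nile Red retained in pooled yeast measured as flow cytometry median fluorescence; 0% = buffer negative control and 100% = Enniatin B positive control; higher means more Nile Red kept so more efflux inhibition; some compounds called inactive have numbers as strong as hits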
Yeast superoxide = caloric restriction mimetics inhibiting age-related superoxide in yeast; S. cerevisiae aged cells, superoxide DHE fluorescence; hits give low values; superoxide response (% of plate mean), % at 10 µM; 0.18% of 330,000 active;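 active means superoxide response under a set limit, about three screen SD below normal, cut at about 65% in these data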;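 further: yeast aged for seven days with compound at 30 °C before DHE staining; 100% = average MFI of all compound-treated wells on the plate with controls excluded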
* marks the source's active call; other numbers are inactive results; ? = inconclusive; . = not tested or not shown; [ ] = another dose, or the depositor's remark.

SMILES	RPL19A TOR yeast	CIT2 TOR yeast	AHR act	MEP2 TOR yeast	AGP1 TOR yeast	LAP4-GFP MLPCN	Efflux pump mplx	Yeast superoxide
CCOC(=O)C1=C(NC(=S)NC(=O)c2ccccc2)c2ccccc2CC1C(C)C (configuration not stated)	102	101	39	99	100	98	0.2	101
Cc1onc(-c2c(Cl)cccc2Cl)c1C(O)c1ccc(F)cc1 (configuration not stated)	103	112	5	138	108	118	0.1	99
CC(=O)NCCc1nc2cc(NC(=O)c3cccc([N+](=O)[O-])c3)ccc2n1C	114	106	.	113	105	105	0.0	103
CCOC(=O)C1CCN(C(=O)C(C)Sc2nnc3ccccn23)CC1 (configuration not stated)	99	106	0	110	98	92	0.1	112
CCOC(=O)c1c(C)[nH]c(C(=O)C(C)OC(=O)c2cccc(OCc3c(C)noc3C)c2)c1C (configuration not stated)	99	83	3	99	91	105	-0.1	105
COc1cc(OC)c(C#N)c(S(=O)Cc2ccccc2)c1 (configuration not stated)	103	100	0	103	104	111	-0.1	101
c1ccc(-n2nnc3ccccc32)nc1	105	102	-2	99	101	105	-0.1	87
COc1ccc(CNC(=O)CSc2ncn[nH]2)cc1OC	100	101	3	97	96	89	-0.1	115
Cc1cccc(C(=O)NC(=S)N2CCN(C(=S)NC(=O)c3cccc(C)c3)CC2)c1	108	101	7	98	103	88	-0.2	102
Nc1nnnn1/N=C/c1ccccn1	98	102	0	102	105	108	0.0	95
Cc1ccc(C)n1-c1ccc(C(=O)N2CCOCC2)cc1	100	94	0	104	98	105	0.1	105
CN(C)c1ccc(CNC23CN4CN(CN(C4)C2)C3)cc1	98	86	2	99	94	89	0.0	86
COc1ccc(CNC(=O)[C@H](NC(=O)C2CCN(C(=O)[C@@H](N)CCSC)CC2)C(C)C)cc1	100	108	1	110	104	107	0.0	100
Cc1c(C(=O)Nc2ccccc2)sc2ncn(CC(=O)N3CCCCC3)c(=O)c12	103	109	19	103	102	89	0.0	80
COc1ccc(OCCSc2nc(N)cc(=O)[nH]2)cc1	98	96	0	106	98	100	0.0	118
c1ccc2c(c1)nc(Nc1ccc3c(c1)OCO3)c1nnnn12	.	102	120*	108	95	102	0.2	111
O=C(NCCC(=O)N1CCC2(CC1)NCCc1[nH]cnc12)c1cccc(C(F)(F)F)c1	99	102	0	99	108	108	0.1	94
O=C(c1cncc(Br)c1)N1CCc2ccccc2C1	93	91	33	93	95	96	-0.2	97
CCOC(=O)c1sc(NC(C)=O)cc1C	102	95	-3	99	100	102	-0.1	96
CCC(C)N=C1CC(C)(C)CC(=O)/C1=C(/O)Cc1ccccc1 (configuration not stated)	98	98	-2	102	98	102	0.0	93

As a short view, 2 of the compounds above.
SMILES	RPL19A TOR yeast	CIT2 TOR yeast	AHR act	MEP2 TOR yeast	AGP1 TOR yeast	LAP4-GFP MLPCN	Efflux pump mplx	Yeast superoxide
CCOC(=O)c1sc(NC(C)=O)cc1C	102	95	-3	99	100	102	-0.1	96
CCC(C)N=C1CC(C)(C)CC(=O)/C1=C(/O)Cc1ccccc1 (configuration not stated)	98	98	-2	102	98	102	0.0	93

Next part
SMILES	RPL19A TOR yeast	CIT2 TOR yeast	AHR act	MEP2 TOR yeast	AGP1 TOR yeast	LAP4-GFP MLPCN	Efflux pump mplx	Yeast superoxide
NC1=NC[C@@H](Cc2ccc(O)cc2)N1CCc1cccc2ccccc12	104	107	4	103	114	99	-0.1	95
CC(=O)Nc1ccc(OCC(=O)NCCc2ccccc2)cc1	100	100	-2	100	104	105	0.2	94
CCS(=O)(=O)c1ccc(C(=O)Nc2cccc(Cl)c2)c(Cl)c1Cl	95	92	2	95	90	97	0.0	95
CN1CCN(C(=O)NCC23CC4CC(CC(C4)C2)C3)CC1	98	98	-1	97	102	99	-0.1	81
CCN(CC)CCCNC(=O)CCc1ccccc1	102	103	2	102	108	98	0.0	110
C/C(=N\NC(=O)c1ccccc1)c1ccccc1F	101	97	6	96	100	99	-0.1	88
Cc1ccc2nc(/C(C#N)=C/c3ccc(-c4cccc([N+](=O)[O-])c4)o3)[nH]c2c1	92	79	22	99	88	101	0.1	95
COc1cc(-c2nc3ccc(C)cn3c2Nc2ccc3c(c2)OCCO3)ccc1O	100	93	8	98	91	93	0.5	82
CCN1CCN(Cc2nnc(-c3ccccc3)o2)CC1	108	106	-1	102	107	97	-0.1	99
NC(=O)Cn1nc([N+](=O)[O-])nc1Oc1ccc(Br)cc1	97	101	0	110	100	109	0.0	129
CCc1cc(Cn2nc(-c3ccccc3)cc2C(=O)NCc2cccc(C(F)(F)F)c2)on1	95	95	2	100	98	92	0.1	98
CCC[C@@H](CN[C@@H](CNC)[C@H](C)CC)NCC1CCC(C(C)(C)C)CC1 (some centres not stated)	95	75	3	92	80	127	-0.1	90
S=C(Nc1ccc(-c2nc3ccccc3[nH]2)cc1)Nc1cccnc1	101	100	9	98	95	97	-0.1	105
COC(=O)CSc1n[nH]c(=S)s1	98	98	0	100	94	90	0.1	174
CC(C)c1ccc(/C=C/C(=O)NC(=S)NN2CCOCC2)cc1	108	99	.	102	94	72	0.0	67
Cc1ccc2c(=O)c(C(=O)NCc3cccs3)c[nH]c2c1	100	108	1	105	104	102	-0.2	85
Cc1nc(SCC(O)CCl)c([N+](=O)[O-])[nH]1 (configuration not stated)	96	102	1	96	101	97	-0.2	111
COc1ccccc1N(CC(O)CN1CCOCC1)S(=O)(=O)c1ccccc1 (configuration not stated)	102	104	0	101	107	100	-0.1	90
CCn1c(=O)c2c(cnn2C)c2ccccc21	106	94	-1	112	99	106	-0.1	101
COc1cc(/C=N/N(CCO)C2=NS(=O)(=O)c3ccccc32)cc(OC)c1OC	99	99	7	99	105	104	-0.3	87
COc1ccc(OCC(=O)Nc2ccncc2)cc1	101	101	2	102	107	96	0.0	98
O=C(CC(Nc1ccc(F)cc1)C(=O)O)c1ccccc1 (configuration not stated)	97	91	-6	100	99	124	0.2	83
COC(=O)c1cc(Br)c(=O)n(-c2ccccn2)c1	100	99	2	97	.	100	0.3	103
O=C(CCN1C(=O)c2cccc([N+](=O)[O-])c2C1=O)NC1CCCCCC1	94	91	-1	97	96	100	0.0	103
CNC(=S)NCCC(c1ccccc1)c1ccccc1	101	99	0	98	94	87	-0.1	119
O=C(Nc1ccccc1N1CCCC1)C1=COCCO1	104	109	4	109	111	103	-0.1	105
COc1cc(CNCC2CCCO2)ccc1OCC(N)=O (configuration not stated)	106	113	-2	106	123	104	-0.1	99
Cc1c(Cl)c([N+](=O)[O-])nn1CC(=O)N1CCc2ccccc2C1	102	118	-5	104	100	103	-0.1	87
Cc1cccc(-n2ncc3c2CCCC3NC(=O)C2=CC(=O)CC(C)(C)O2)c1C (configuration not stated)	98	97	0	109	100	114	0.3	106
CC(Nc1nc(N2CCN(CCO)CC2)nc2ccccc12)c1ccccc1 (configuration not stated)	95	94	0	97	94	102	-0.1	95
O=C(COC(=O)c1cc[n+]([O-])cc1)Nc1ccc([N+](=O)[O-])cc1	95	88	1	92	96	108	0.1	90
CC(C)C[C@H](NC(=O)NCCC1=CCCCC1)C(=O)O	100	100	1	98	102	98	0.0	92
CSCC[C@H](NC(=O)NCCC1=CCCCC1)C(=O)O	89	80	2	88	87	89	0.1	89
COc1ccc2cc(C#N)c(N3CCOCC3)nc2c1	97	91	13	98	92	96	-0.1	95
COCCNC(=O)CN(C(=O)c1ccc(N2CCCC2)nc1)c1ccccc1	96	95	-1	97	101	115	0.3	98
COC(=O)COc1ccc(-c2ccc(F)cc2)cc1C=O	100	66	1	93	84	109	0.2	112
COc1ccccc1CCc1nnc(CCC(=O)NCCOc2cccnc2)o1	109	105	6	104	115	111	0.0	93
Cc1ccc2nc3c(cc(C(=O)NCC4CCCO4)c(=N)n3C3CCCC3)c(=O)n2c1 (configuration not stated)	51	94	5	104	89	88	0.5	113
COc1ccc(/C=C/C(=O)N2CCCc3ccccc32)c(OC)c1	95	93	26	106	94	98	-0.1	104
Cc1oc2cc(O)ccc2c(=O)c1Oc1ccc2ccccc2c1	94	90	3	91	96	108	-0.2	116
N#Cc1c(SCC(=O)Nc2nc3ccccc3s2)sc2c(O)cc(=O)[nH]c12	90	96	25	91	93	92	-0.5	104
COc1cccc(C(=O)Nc2nnc(S(=O)(=O)N3CCOCC3)s2)c1	100	105	3	111	100	107	-0.1	113
O=C(CC1SC(=O)NC1=O)Oc1ccc(/C=N/NC(=O)c2ccccc2O)cc1 (configuration not stated)	99	106	3	97	100	101	0.0	99
COc1ccc(/C(C)=N/NC(=O)c2nc(C)cc(C)n2)cc1	40*[may fluoresce violet]	?	26	670*[may fluoresce violet]	.	95[may fluoresce violet]	0.0	90
CCOc1ccc(NC(=O)c2ccc(S(=O)(=O)N3CCOCC3)cc2)cc1	101	102	1	103	100	97	0.1	91
Cc1ccn2c(Nc3ccccc3C)c(-c3ccncc3)nc2c1	99	96	40	91	103	95	-0.2	94
O=C(CN1CCC(NC(=O)c2ccc(F)cc2)CC1)NCc1ccccc1F	101	103	0	110	72	103	-0.1	91
CC(Oc1ccc(Br)cc1)C(=O)N(C)CC(=O)Nc1ccc(N2CCOCC2)cc1 (configuration not stated)	102	99	0	106	107	106	0.4	100
COc1ccc(S(=O)(=O)Nc2ccccn2)c(C)c1C	98	84	-1	90	96	95	0.0	121
O=C(CN1C(=O)c2ccccc2C1=O)Nc1ccccc1C(=O)N1CCCC1	101	103	-1	104	108	96	0.1	100
O=C(NC(=S)Nc1ccccc1N1CCOCC1)c1ccc(-c2ccccc2F)o1	103	89	1	102	105	103	0.0	111
O=C(c1ccco1)N1CCN(CCCCOc2ccc(F)cc2)CC1	100	94	-2	103	104	99	0.1	101
OCCN1CCN(c2ncnc3sc4c(c23)CCCC4)CC1	99	104	12	94	98	99	-0.3	101
Cc1ccc(N2CCN(C(=S)c3ccc(N(C)C)cc3)CC2)cc1	98	94	0	103	99	113	0.0	98
CS(=O)(=O)NCCCc1ccccc1	101	105	-1	101	100	95	0.1	97
CS(=O)(=O)NC1CCN(Cc2ccccc2)CC1	105	107	2	108	101	101	0.0	107
O=C(Nc1ccccc1C(F)(F)F)C1CCN(C(=O)Cc2ccccc2)CC1	106	84	4	96	86	68	-0.2	84
Cc1ccc(N2CC(C(=O)NC(C)CCc3ccccc3)CC2=O)cc1 (configuration not stated)	110	104	-1	104	105	100	0.0	100
O=C(CNCc1ccccc1)Nc1ccc(Cl)cc1	104	95	0	102	97	92	-0.3	93
O=C(COc1ccc2c3c(c(=O)oc2c1)CCC3)Nc1ccc(CCO)cc1	105	100	-5	102	104	99	0.1	100
(continued)
SMILES	RPL19A TOR yeast	CIT2 TOR yeast	AHR act	MEP2 TOR yeast	AGP1 TOR yeast	LAP4-GFP MLPCN	Efflux pump mplx	Yeast superoxide
CCOC(=O)c1c(O)c2cccc3c2n(c1=O)CC3	32*[may fluoresce violet]	?	2	347*[may fluoresce violet]	?	77[may fluoresce violet]	0.0	104
CCCn1ncc(CN2CCC(CO)(CC3CCCCO3)CC2)c1C (configuration not stated)	94	89	1	96	99	94	-0.2	95
Cc1ccc(NC(=O)CN(CCc2ccccc2)S(C)(=O)=O)cc1	108	102	.	102	104	100	-0.1	106
CCN(CC)S(=O)(=O)c1ccc(OC)c(NC(=O)CSc2cc(C)ccc2C)c1	106	107	2	104	103	98	0.4	102
CN(C)CC(C)(C)CNC(=O)C1CCN(Cc2ccccc2O)CC1	102	.	0	103	100	89	0.1	82
COc1ccc(N2C(=O)C(Cl)=C(Oc3cccc(OC)c3)C2=O)cc1	71	102	-2	83	75	198*	0.2	98
O=C(Nc1cccc(C(F)(F)F)c1)c1cc(-c2cccs2)on1	107	101	-7	111	108	111	0.0	96

Rows are unselected; 3.9% or so of the library scored in one or more.
